Screening data: PubChem, Sanford-Burnham Center for Chemical Genomics
MKP-3 inhibition: MKP-3 phosphatase inhibitors, primary screen, biochemical, rat enzyme, in vitro (AID 425). recombinant MKP-3 phosphatase activity, fluorescence; higher % means a stronger effect. inhibition, % at 20 µM; hits with a dose series show IC50 in µM. actives 0.17% (n = 110,000); in the data active means inhibition above about 50%;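 further: plate controls were vehicle for no effect and reference inhibitor for full effect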
Hsp70 displacement: small molecules displacing fluorescent ligand from Hsp70 – biochemical, fluorescence polarization, primary screen (AID 583); Hsp70 fluorescence polarization probe displacement, mP; higher % means a stronger effect; actives 0.06% (n = 140,000); displacement, % at 20 µM, or IC50 in µM where a hit was titrated; in the data active means displacement above about 50%;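 further: plate controls were vehicle for no effect and reference ligand for full effect; a part of the inactive calls stands beside numbers as strong as those of hits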
* = called active by the depositor; . = not tested or not shown; & = joins results of further samples.

Below each compound – Hsp70 displacement	MKP-3 inhibition
COCCn1c(SCc2nnc(-c3ccccc3)o2)nc2sc3c(c2c1=O)CCC3
    -3.2%	-1%
O=C1c2ccc(-c3nc4ccccc4c(=O)o3)cc2C(=O)N1c1nccs1
    -3.7%	-1%
O=C(O)CCCN1C(=O)/C(=C\c2ccco2)SC1=S
    9.2%	0%
Cc1ccc2oc(C(=O)Nc3ccc(-c4nc5ccccc5o4)cc3)c(C)c2c1
    1.4%	1%
N#CC1=C(SCC(=O)NC2CCCCC2)NC(=O)CC1c1ccco1 (configuration not stated)
    1.9%	-1%
O=C(c1ccccc1F)N1CCN(c2c(Cl)cccc2[N+](=O)[O-])CC1
    -1.6%	4%
Cn1c(=O)[nH]c2cc(Cl)cnc21
    38%	-10%
Cc1cc(C)cc(-n2c(C)cc(C(=O)CSc3nnnn3C)c2C)c1
    9.8%	.
COc1ccc(NC(=O)NCCOc2cccc3ccccc23)cc1OC
    -1.3%	2%
Oc1c(C(c2ccccc2)N2CCN(Cc3ccccc3)CC2)sc2ncnn12 (configuration not stated)
    -2.3%	-1%
Cc1ccc(Nc2nc(C3CC3)cs2)cc1
    .	-3%
O=C(NCCc1ccc(F)cc1)C(=O)Nc1ccc(Cl)cc1
    2.5%	4%
CCOc1cc(C2Nc3ccc4ccccc4c3C3=C2CC(C)(C)CC3=O)ccc1O (configuration not stated)
    2.3%	1%
Cc1cccn2c(=O)c3cc(C(=O)NC4CCS(=O)(=O)C4)sc3nc12 (configuration not stated)
    -2.0%	-6%
COC(=O)c1c(-c2ccc(F)cc2)csc1NC(=O)C1CC=CCC1C(=O)O (configuration not stated)
    7.2%	0%
Cc1cc(C)c(S(=O)(=O)N(C)CC(=O)N2CCCCC2)c(C)c1
    3.4%	1%
Cc1ccc(C(=O)N/C(=C\c2ccc(-c3cccc([N+](=O)[O-])c3)o2)C(=O)NCCCN(C)C)cc1
    -6.6%	2%
Cn1c(=O)cc(OCCCC(=O)NCc2ccco2)c2ccccc21
    -3.8%	6%
COc1cc(/C=C2\SC(=S)N(Nc3ncc(C(F)(F)F)cc3Cl)C2=O)cc(OC)c1OC
    -3.7%	.
CC1Cc2nc(SCC(=O)N3CCc4ccccc43)n(C)c(=O)c2S1 (configuration not stated)
    4.7%	-13%
FC(F)(F)c1ccc(-n2ccnc2)nc1
    -0.9%	-1%
CC(C)CN1C(=O)c2ccc(C(=O)Nc3cc(Cl)ccc3C(=O)O)cc2C1=O
    -1.3%	4%
CC(=O)c1cc2c(cc1[N+](=O)[O-])OCCO2
    6.5%	1%
Cn1c(=O)c2c(nc(NCCCN3CCOCC3)n2Cc2cccc(Cl)c2)n(C)c1=O
    4.8%	-11%
CCOC(=O)Cc1csc(NC(=O)CSc2nnc(-c3cccnc3)n2Cc2ccco2)n1
    3.9%	.
CCCCOC(=O)C1[C@H]2C(=O)N(Cc3cccs3)C[C@]23C=C[C@H]1O3 (some centres not stated)
    6.0%	-4%
CCOc1ccc(S(=O)(=O)N(CC(=O)Nc2cccc(Cl)c2C)c2ccc(C)cc2)cc1
    -2.4%	2%
CCCCCC(=O)N1CCN(CCN=CC2=C(O)CC(c3ccc(OC)cc3)CC2=O)CC1 (configuration not stated)
    2.0%	3%
CN(Cc1ccccc1)Cc1nc2c([nH]1)c(=O)n(C)c(=O)n2C
    2.6%	-5%
Cc1ccc(C2CC(c3cccc(Br)c3)n3nc(N)nc3N2)cc1 (configuration not stated)
    -0.1%	1%
Cc1ccc(CS(=O)(=O)Cc2ccc(C(=O)NCC3CCCO3)o2)cc1 (configuration not stated)
    1.9%	7%
CC1(C)Oc2ccc(C(=O)N3CCCC3)cc2N(CC(=O)NCc2ccccc2)C1=O
    -3.0%	-6%
CCC(C)NC(=O)C1c2cc(OC)c(OC)cc2C(=O)N(C)C1c1ccc(OC)cc1 (configuration not stated)
    1.7%	-6%
COc1ccc(N(CC(=O)NCc2ccc(C)cc2)S(C)(=O)=O)cc1
    1.3%	2%
CCc1c(C)sc(NC(=O)C2CCCCC2)c1C(=O)OC(C)C
    -4.7%	-2%
Cc1ccccc1-n1c(O)c(C=Nc2ccc(Cl)cc2)c(=O)[nH]c1=O
    -2.4%	-2%
CCN=C1SC(C(=O)Nc2ccccc2)CC(=O)N1CC (configuration not stated)
    -5.8%	.
O=C(NCCCNc1ccc([N+](=O)[O-])cc1)c1cc(F)c(F)cc1Cl
    2.1%	0%
COc1ccc(/C=C/C(=O)Nc2c(C(C)C)cccc2C(C)C)cc1OC
    -0.4%	4%
N=c1c2c3c(sc2ncn1CCCO)CCCC3
    0.7%	.
C=CCOc1ccc(C(c2c(C)[nH]n(-c3ccccc3)c2=O)c2c(C)[nH]n(-c3ccccc3)c2=O)cc1
    4.5%	8%
O=C(CN1CCC(n2nnc3cc(F)ccc32)CC1)N1CCCc2ccccc21
    2.2%	-1%
CCOc1ccc2nc(SCc3ccccn3)sc2c1
    0.5%	4%
COc1ccc(C(=O)CSc2nnc(CNc3ccc(C)cc3C)n2Cc2ccco2)cc1
    -3.2%	-3%
O=C(O)CCC(=O)N1CCc2cc(S(=O)(=O)N3CC=C(c4ccccc4)CC3)ccc21
    4.0%	0%
COc1ccc(Cc2c(O)nc(SCC(=O)N3CCCCCC3)[nH]c2=O)cc1
    1.2%	.
CCOCCOC(=O)C1=C(C)NC2=C(C(=O)CCC2)C1c1ccccc1Cl (configuration not stated)
    0.2%	2%
CC(C)CCNC(=O)NC(=O)COC(=O)c1cc(S(=O)(=O)N2CCOCC2)ccc1N1CCCCC1
    2.8%	.
O=C(CCc1nc2ccccc2[nH]1)Nc1ccc2c(c1)OCO2
    -4.6%	-3%
CCC1CCCCN1S(=O)(=O)c1ccc(C)c(C)c1 (configuration not stated)
    -0.7%	3%
Cc1nnc(NC(=O)CSc2nnc(Cc3cccn3C)n2CCc2ccccc2)s1
    -2.9%	-3%
C=CCn1c(N)c(C(=O)Nc2ccc(C)c(C)c2)c2nc3ccccc3nc21
    -2.6%	.
CC1CCc2c(C(=O)Oc3cccc(-n4cnnn4)c3)csc2C1 (configuration not stated)
    3.3%	-10%
CCOC(=O)C1CCN(C(=O)CNS(=O)(=O)c2ccc(Br)s2)CC1
    2.9%	-2%
O=C(Nc1cc(Cl)ccc1Cl)c1ccc(Cl)c(Cl)c1
    -1.5%	-2%
CCCCNCCCOc1ccc(Cl)cc1
    2.6%	0%
CCN(CC)CCCN1C(=O)C(=O)/C(=C(/O)c2ccc3c(c2)OCCO3)C1c1ccco1 (configuration not stated)
    -1.0%	0%
COc1ccc(S(=O)(=O)N2CCN(C(C)C)CC2)cc1
    2.4%	-3%
CC(=O)N(c1ccccc1C)S(=O)(=O)c1ccc(Cl)cc1
    -0.6%	0%
COc1ccc(N2CCSC2C(=O)NN)cc1 (configuration not stated)
    3.4%	.

Ordered by value in Hsp70 displacement (high to low): some entries from above
compound	Hsp70 displacement
COc1ccc(S(=O)(=O)N2CCN(C(C)C)CC2)cc1	2.4%
COc1ccc(Cc2c(O)nc(SCC(=O)N3CCCCCC3)[nH]c2=O)cc1	1.2%
CC(=O)N(c1ccccc1C)S(=O)(=O)c1ccc(Cl)cc1	-0.6%
C=CCn1c(N)c(C(=O)Nc2ccc(C)c(C)c2)c2nc3ccccc3nc21	-2.6%

(next part)
Below each compound – Hsp70 displacement	MKP-3 inhibition
CC1CCN(C(=O)CSc2nnc(CSc3ncccn3)n2C)CC1
    0.9%	-5%
Cc1ccc(NC(=O)COc2cccc(Cl)c2)cc1[N+](=O)[O-]
    -5.4%	4%
Cc1ccc(C)c(NC(=O)c2ccc(C)c([N+](=O)[O-])c2)c1
    2.0%	-2%
COc1cccc(NC(=O)c2cc(Br)ccc2I)c1
    -6.6%	4%
CC(C)Cn1c(SCc2ccc(Br)cc2)nc2sc3c(c2c1=O)CC(C)(C)OC3
    -1.7%	0%
O=C(CCCc1nc(-c2ccc(Cl)cc2)no1)Nc1cccnc1
    -2.2%	9%
O=C(CCSc1ccccc1)NC1CCCC1
    -4.0%	-11%
CCS(=O)(=O)N1CCN(S(=O)(=O)c2ccccc2)CC1
    -2.0%	.
O=C(Cn1cc2c(n1)CCCC2)NCCCN1CCN(c2ccccc2F)CC1
    3.9%	-4%
Cc1ccc(-n2c(SCC(=O)OC(C)C)nnc2-c2ccccn2)cc1
    2.3%	2%
COc1ccc(NC(=O)/C(Cl)=C(/Cl)S(=O)Cc2ccc(C)cc2)cn1 (configuration not stated)
    -5.3%	.
COc1ccc(NC(=O)CC2SC(=Nc3ccccc3)NC2=O)c(OC)c1 (configuration not stated)
    0.5%	-17%
CCOC(=O)c1c(N)n(CCO)c2nc3ccccc3nc12
    5.3%	-4%
COc1ccc(NCc2cc3ccccc3[nH]c2=O)cc1
    3.2%	-5%
Cn1c(=O)c2c(nc(NCCCN3CCOCC3)n2Cc2ccc(Cl)c(Cl)c2)n(C)c1=O
    4.0%	-8%

Complete entries, quoted from the list.
Results for CCCCOC(=O)C1[C@H]2C(=O)N(Cc3cccs3)C[C@]23C=C[C@H]1O3 (some centres not stated) : Hsp70 displacement: 6.0%; MKP-3 inhibition: -4%
Results for C=CCOc1ccc(C(c2c(C)[nH]n(-c3ccccc3)c2=O)c2c(C)[nH]n(-c3ccccc3)c2=O)cc1 : Hsp70 displacement: 4.5%; MKP-3 inhibition: 8%

Other compounds:
Below each compound – Hsp70 displacement	MKP-3 inhibition
Cc1cc(NS(=O)(=O)c2ccc(NC(=O)c3ccoc3C)cc2)nc(C)n1
    1.1%	4%
CCC(C)[C@H](NC(=O)NCc1ccccc1Cl)C(=O)O (some centres not stated)
    9.9%	1%
C[n+]1cccc(C(O)P(=O)(c2ccccc2)c2ccccc2)c1 (configuration not stated)
    3.3%	-1%
Oc1ccc2ccccc2c1/C=N/Nc1nn[nH]n1
    8.4%	2%
CCOC(=O)C1CCN(CCC(=O)Nc2cccc(Cl)c2C)CC1
    -4.0%	1%
Cc1nn(-c2ccccc2)c2nc(N)c(C#N)c(-c3ccc(F)cc3)c12
    1.6%	7%
CNC(=O)C(=O)NCCN1CCN(S(=O)(=O)c2ccc([N+](=O)[O-])cc2)CC1
    1.5%	0%
O=C(NCc1cccs1)C(Cc1ccccc1)n1cccc1 (configuration not stated)
    -3.2%	-7%
Oc1ccc(Cl)cc1Cc1cc(Cl)ccc1O
    1.9%	.
CC(O)CSc1nc2c(c(=O)n(C)c(=O)n2C)n1CCCc1ccccc1 (configuration not stated)
    2.5%	-2%
CCOC(=O)c1ccc(N2C(=O)CC(N3CCN(Cc4ccccc4)CC3)C2=O)cc1 (configuration not stated)
    4.5%	-9%
Cn1c(C(=O)O)cc2cc(F)ccc21
    -1.5%	-3%
CCOc1ccc2cc(S(=O)(=O)N3CCN(c4ccccc4)CC3)ccc2c1
    -3.7%	0%
c1ccc(Cc2nc(-c3ccncc3)no2)cc1
    -0.5%	6%
COc1cccc(CNc2ccc(N3CCCCC3)cc2)c1OC
    -3.5%	0%
O=C(Nc1ccc(-c2nc3ccccc3s2)cc1)c1cc2ccccc2oc1=O
    -5.3%	4%
COc1ccc(CCNC(=O)c2ccc3nc(-c4ccco4)c(-c4ccco4)nc3c2)cc1OC
    21%	-8%
COc1cc(C(=O)N2CCN(c3cc(Cl)ccc3Cl)CC2)cc(OC)c1OC
    -4.0%	-8%
CCN(CC)S(=O)(=O)c1ccc(Br)c(OC)c1
    2.5%	-7%
Cc1c(C(=O)NCCCN2CCOCC2)sc2nc(-c3ccc(F)cc3)cn12
    -3.2%	-7%
COc1ccccc1NC(=O)c1ccc2c(c1)C(=O)N(N1C(=O)c3ccccc3C1=O)C2=O
    -0.5%	3%
CC1=Nn2c(nnc2-c2cc(-c3ccccc3)n[nH]2)SC1
    -2.5%	-3%
Cc1ccc(C2/C(=C(/O)c3ccc(OC(C)C)cc3)C(=O)C(=O)N2CCN2CCOCC2)cc1 (configuration not stated)
    4.3%	11%
Cc1cccc(/C=C2\C(=O)NC(=O)N(c3ccc(Br)c(C)c3)C2=O)c1
    -2.0%	3%
COc1cc(NC(=O)c2cccc([N+](=O)[O-])c2)ccc1NC(=O)c1ccco1
    -2.5%	2%
CC(O)c1c(OCc2ccccc2)ncnc1OCc1ccccc1 (configuration not stated)
    3.3%&0.4%	-12%&2%
CCN(CC)C(=O)CSc1nc(N)c2c3c(sc2n1)CC(C)CC3 (configuration not stated)
    5.2%	.
CN(C)C=Nc1ncc2c3ccccc3n(Cc3ccccc3)c2c1C#N
    -4.0%	-7%
N#CC1=C(N)SC(N)=C(C#N)C1CCC1CCCCC1
    -92%	-7%
CC(Sc1nc2c(c(=O)n(C)c(=O)n2C)n1Cc1cc2c(cc1Cl)OCO2)C(=O)O (configuration not stated)
    -1.1%	-11%
CCC(C)n1cnc2c(c1=O)c1nc3ccccc3nc1n2Cc1ccccc1OC (configuration not stated)
    -6.3%	-2%
CCOC(=O)CSc1nnc(Cc2cc(=O)[nH]c(=O)[nH]2)n1-c1cccc(OC)c1
    -1.3%	4%
Cn1c2ccccc2c(=O)n2c(=O)c3ccccc3cc12
    10%	3%
CCCN1C(=O)c2cc(C(=O)NC3CCCCCC3)ccc2C1O (configuration not stated)
    -2.7%	-7%
Cc1nc2c(-c3ccc(F)cc3)c(C)nn2c(C)c1CCC(=O)NC(C)CCc1ccco1 (configuration not stated)
    -5.0%	4%

An excerpt; count on the stated rates, not on these rows.
